# MC4R ag barr = activates human MC4R beta-arrestin recruitment; U2OS MC4R beta-arrestin complementation, luminescence; percent of melanotan II response, DMSO zero; P32245; 360,000 tested, 0.98% active; AID 540308; activation, % at 8.9 µM;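 active = activation above a per-plate cutoff, the mean activation of sample wells on that plate plus 3 SD, cut at about 8% in these data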
# Target sequence (P32245 whole entry, looked up): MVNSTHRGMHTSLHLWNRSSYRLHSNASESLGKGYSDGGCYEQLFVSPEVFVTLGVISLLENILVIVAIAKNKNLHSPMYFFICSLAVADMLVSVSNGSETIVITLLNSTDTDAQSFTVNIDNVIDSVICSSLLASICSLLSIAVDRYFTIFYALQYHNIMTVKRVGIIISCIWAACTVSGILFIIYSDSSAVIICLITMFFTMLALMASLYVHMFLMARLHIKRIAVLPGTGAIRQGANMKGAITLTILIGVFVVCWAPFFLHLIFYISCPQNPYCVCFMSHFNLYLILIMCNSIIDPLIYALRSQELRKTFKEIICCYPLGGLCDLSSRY
# ABCB6 inh 2 = human ABCB6 transporter inhibition; Q9NP58; K562-ABCB6 porphyrin accumulation, flow cytometry, 1 h; active compounds read low; fluorescence ratio to DMSO, % at 10 µM; 360,000 tested, 0.19% active; AID 602162;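 active = fluorescence ratio to DMSO below 75%, the collection mean minus 3 SD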;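 also: signal is porphyrin accumulated inside mitochondria; 100% equals median channel fluorescence of DMSO control wells; lower ratio means ABCB6 inhibition with less porphyrin fluorescence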
# N-glyco inh = blocks N-linked glycosylation in D54 reporter cells. D54 ERlucT glycosylation luciferase reporter, 24 h; percent of 100 nM tunicamycin response. reporter increase, % at 12.5 µM. 360,000 tested, 0.23% active. AID 588692;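 active = mean luciferase reporter signal, scaled so untreated is 0 and the glycosylation-blocking control 100, at or above a set limit in every replicate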;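 also: luciferase carries N-glycosylation sites so blocking glycosylation raises the light; 0% = median of neutral control wells and 100% = median of 100 nM tunicamycin wells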
# PDI turbidity = blocks human protein disulfide isomerase activity | P07237 | inhibition, % at 10 µM | PDI insulin aggregation turbidity, A650, 90 min | 350,000 tested, 0.052% active | AID 588391;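 active = mean inhibition across replicates of 30% or more, whatever share of single replicates reach that level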;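 also: absorbance from insulin aggregation driven by PDI reduction with DTT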
# Exocytosis inh = lytic granule exocytosis inhibition; TALL-104 LAMP-1 surface exposure, flow cytometry; cells stimulated with thapsigargin and PMA; inhibition, % at 10 µM; 360,000 tested, 0.66% active;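 active = inhibition above about 55%, limit read from the data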
# Cardio protect = protects H9c2 cardiomyocytes from peroxide injury | AID 588492 | protection from H2O2 cell death, % at 20 µM | 360,000 tested, 0.63% active | H2O2 injury protection, ATPLite, 2 h;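 active = compounds giving at least 50% protection of heart cells from peroxide-induced death in the single-dose screen, raw or plate-pattern-corrected value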;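 also: 0% = DMSO wells with peroxide and 100% = DMSO wells without peroxide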
# MC4R antag cAMP = human MC4R antagonism in cAMP assay | MC4R-expressing cells, MTII-stimulated cAMP, LANCE TR-FRET | inhibition, % at 6.5 µM | 360,000 tested, 0.48% active | AID 540295;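 active = inhibition above its plate's cutoff, the mean of tested wells on that plate plus 3 SD, cut at about 29% in these data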;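 also: 0% = Melanotan II alone and 100% = Melanotan II plus saturating MCL0020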
#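 Material – human MC4R-expressing U2OS cells · Repeats – no replicates · Detection – TR-FRET with Eu-cAMP and labeled anti-cAMP, 671 nm · Times – compound 30 min, challenge 1 h, detection 1 h · Compound – single nominal compound dose of 6.5 µM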
# CaV13 FRET inh = Disruptors of the CACNA1D IQ motif to Ca2+-dependent inactivation inhibitor domain association, primary screening, Förster resonance energy transfer in intact living …. HEK cells, CFP/YFP FRET ICDI-IQ, plate reader, 10 min; percent FRET-ratio fall versus neutral wells. inhibition, % at 12.3 µM. 340,000 tested, 0.098% active;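 active = mean replicate inhibition of at least 30% and at least 1% of replicates passing that level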;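 also: 0% = median of the neutral control wells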
# HTR2A ag = agonists of mouse serotonin 5-HT2A receptor (HTR2A) | activation, % at 7.6 µM | CHO-K1 mHTR2A beta-arrestin complementation, luminescence; percent of 30 µM serotonin response | 360,000 tested, 0.66% active | AID 624169;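 active = activation above a run cutoff, the mean activation of all tested compounds plus 3 SD, cut at about 14% in these data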;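 also: 0% = plate median of compound wells and 100% = 30 µM serotonin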
# Target sequence (P35363 whole entry, looked up): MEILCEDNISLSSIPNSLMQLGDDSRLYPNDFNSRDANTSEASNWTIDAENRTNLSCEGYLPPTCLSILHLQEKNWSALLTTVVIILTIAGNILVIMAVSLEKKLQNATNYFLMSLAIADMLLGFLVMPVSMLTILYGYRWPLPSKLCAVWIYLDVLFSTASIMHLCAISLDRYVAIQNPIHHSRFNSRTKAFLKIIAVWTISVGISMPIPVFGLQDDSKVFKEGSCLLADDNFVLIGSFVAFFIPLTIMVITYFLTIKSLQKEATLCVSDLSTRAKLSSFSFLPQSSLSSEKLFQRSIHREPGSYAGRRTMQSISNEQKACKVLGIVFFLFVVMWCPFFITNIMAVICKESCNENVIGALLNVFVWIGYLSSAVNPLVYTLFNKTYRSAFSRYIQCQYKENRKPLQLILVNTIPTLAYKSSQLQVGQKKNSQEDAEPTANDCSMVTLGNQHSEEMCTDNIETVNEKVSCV
# ABHD5-PLIN5 inh = blocks binding of human ABHD5 to perilipin-5 | Q00G26+Q8WTS1 | Split G. princeps luciferase complementation, luminescence, 4 h | inhibition, % at 4 µM | 360,000 tested, 0.78% active | AID 602281;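 active = inhibition above the mean inhibition across every tested compound plus 3 SD, cut at about 22% in these data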;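 also: 0% = DMSO only wells and the 100% control is not disclosed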
# * = called active by the depositor; . = not tested or not shown.
SMILES,MC4R ag barr,ABCB6 inh 2,N-glyco inh,PDI turbidity,Exocytosis inh,Cardio protect,MC4R antag cAMP,CaV13 FRET inh,HTR2A ag,ABHD5-PLIN5 inh
Cc1cc(Br)cn2c(Cc3ccccc3C(F)(F)F)c(-c3cccc(Br)c3)nc12,.,122.0,.,.,-1.6,.,.,-8.1,-6.1,4.8
Cc1cc(C)c(S(=O)(=O)N2CCN=C2c2ccccc2)c(C)c1,-0.5,92.0,1.0,-3.5,-6.6,4.2,2.1,-18.4,-1.1,1.1
COc1ccc(CCNC(=O)C2CCN(S(=O)(=O)c3ccc(C)cc3)CC2)cc1OC,0.8,96.0,0.0,-5.3,7.3,-1.5,-1.9,-2.2,-0.9,-3.1
CN(C)c1ccc(C=Cc2ccnc3ccccc23)cc1N,.,105.0,-1.9,.,-6.2,-10.8,.,-26.8,4.7,13.3
O=C(Cc1ccccc1)Nc1ccc2c(c1)C(=O)N(CC1CCCO1)C2=O (centres undefined),1.6,101.0,1.8,13.0,25.0,-1.9,4.5,-7.3,-2.1,-4.7
COc1ccc(Cl)cc1C(=O)Nc1ccc2c(c1)OCO2,-2.1,88.0,1.9,-17.7,1.6,-4.4,-3.8,-6.0,-7.4,-4.3
O=P(c1ccccc1)(c1ccccc1)c1nc(-c2ccc(Cl)cc2)oc1N1CCOCC1,1.2,89.0,-1.2,-2.2,2.7,8.5,1.8,-3.0,0.4,-0.9
CCC(=O)N1CCCC(C)(C(=O)Nc2ccc(OC(F)F)cc2)C1 (centres undefined),-0.5,103.0,1.7,1.6,0.9,-9.2,-0.9,-7.3,-0.3,-11.9
Cc1ccccc1NC(=O)c1ccc(S(=O)(=O)N(C)C)cc1,1.0,99.0,-3.4,0.2,-1.6,0.4,11.0,-6.5,3.0,3.0
O=S(=O)([O-])CCC[n+]1c(SCCCS(=O)(=O)O)sc2ccc(Cl)cc21,-2.1,98.0,1.9,3.9,8.9,6.9,7.9,-5.2,4.5,-8.8
Cn1ccc2c(-c3cccc4ccccc34)cc3c(c21)C1CCC3C1 (centres undefined),.,104.0,-1.1,.,3.0,-1.7,.,-9.1,-0.1,5.8
O=C(C1=NN[C@@H]2C(=O)N(c3ccccc3C(F)(F)F)C(=O)[C@H]12)c1ccc2ccccc2n1,-0.2,113.0,1.6,11.5,-4.0,1.3,18.5,-5.4,-1.3,2.7
O=C(OCCOc1ccccc1)c1n[nH]c2ccccc12,0.2,97.0,-2.8,1.2,-2.8,-3.4,-10.8,-14.9,-5.8,-1.6
COc1ccc([C@H]2/C=C\CN(C(=O)c3ccc(C)cc3)[C@@H](C)C(=O)N2Cc2ccc(F)cc2)cc1,0.5,99.0,-2.7,2.0,12.1,4.6,11.7,-10.1,6.4,0.7
CC(C)c1c(C(=O)N/N=C/c2ccc(-c3ccccc3)cc2)nnn1-c1nonc1N,-2.6,101.0,3.0,0.9,-6.9,1.2,-2.8,-3.1,-0.9,2.0
COc1cccc(OCC(=O)NNC(=O)c2ccc3ccccc3c2O)c1,-0.6,93.0,1.4,-3.4,3.1,12.3,1.6,-7.2,1.5,2.0
CC(C)C(c1nnnn1Cc1ccccc1)N1CCC(C(N)=O)CC1 (centres undefined),-2.8,100.0,1.1,-6.5,0.6,0.9,4.5,-4.8,-2.4,3.0
CC(=O)c1c(C)n(-c2cccc(Cl)c2)c2ccc(O)cc12,3.5,86.0,-7.8,-0.8,80.7*,61.7*,5.9,-19.6,-6.7,-4.3
COc1ccc(CN(CC2CCC(C(=O)O)CC2)C(=S)Nc2cc(Cl)ccc2OC)cc1 (centres undefined),-2.1,100.0,2.2,-0.6,-4.2,0.4,3.1,-3.8,-0.9,-0.1
Cc1sc2nc(SCC(=O)N3CCCCC3)[nH]c(=O)c2c1C,-1.0,87.0,3.7,1.9,-2.4,38.7,0.7,.,1.1,-4.3

# Shown with tabs: entries from further up.
SMILES	MC4R ag barr	ABCB6 inh 2	N-glyco inh	PDI turbidity	Exocytosis inh	Cardio protect	MC4R antag cAMP	CaV13 FRET inh	HTR2A ag	ABHD5-PLIN5 inh
Cc1cc(Br)cn2c(Cc3ccccc3C(F)(F)F)c(-c3cccc(Br)c3)nc12	.	122.0	.	.	-1.6	.	.	-8.1	-6.1	4.8
Cc1cc(C)c(S(=O)(=O)N2CCN=C2c2ccccc2)c(C)c1	-0.5	92.0	1.0	-3.5	-6.6	4.2	2.1	-18.4	-1.1	1.1

# (cont.)
SMILES,MC4R ag barr,ABCB6 inh 2,N-glyco inh,PDI turbidity,Exocytosis inh,Cardio protect,MC4R antag cAMP,CaV13 FRET inh,HTR2A ag,ABHD5-PLIN5 inh
CCOc1cccc(NC(=O)c2cccc(F)c2)c1,-3.2,95.0,-4.3,7.0,0.9,-13.8,1.5,3.1,-2.8,-1.4
CN1CCN(C(=O)Nc2cccc3ccccc23)CC1,-1.4,98.0,0.0,-5.5,2.3,0.7,4.0,-7.4,-1.1,-3.6
Cn1c(-c2ccccc2)cnc1NCc1cccc([N+](=O)[O-])c1,0.4,99.0,-1.2,4.4,12.0,15.2,0.7,-2.7,-5.5,-8.8
CC1CCCCC12NC(=O)N(CC(=O)c1ccc(Cl)s1)C2=O (centres undefined),3.5,102.0,1.4,-3.7,-3.2,0.8,11.7,-2.6,1.9,-3.2
Cc1ccn2c(=O)nc(SCC(=O)NC3CCCCC3)nc2c1,-0.3,101.0,-0.9,-2.5,4.3,0.3,3.6,-5.2,5.0,-6.4
O=C(Nc1ccccc1Sc1ccccc1)c1ccc(F)cc1,2.3,100.0,-3.3,0.6,-6.0,-3.2,-0.1,-4.8,7.2,-8.7
COC(=O)c1ccc(CO/N=C/c2ccccc2OC)cc1,2.6,96.0,0.3,-3.8,9.8,1.5,0.0,-1.7,-5.4,9.3
CC(C)c1ccc(/C=C/c2[nH]c(=O)[nH]c(=O)c2[N+](=O)[O-])cc1,-0.9,99.0,-0.6,14.3,-1.8,7.4,10.1,-2.9,-2.3,22.4*
CCCSc1nnc(NC(=O)CSc2sc3c(O)cc(=O)[nH]c3c2C#N)s1,-0.8,100.0,2.4,0.7,-3.6,2.0,-1.7,-7.3,-2.9,0.2
CCN(CCCC(=O)c1ccc(F)cc1)CCc1ccccc1,0.6,98.0,-1.2,3.0,13.4,5.4,1.9,-20.5,-4.9,-4.2
COC(=O)CN1C(=O)C2(C(C#N)=C(N)Oc3n[nH]c(-c4cccs4)c32)c2ccccc21 (centres undefined),-1.3,97.0,-1.5,-9.7,-3.6,2.1,5.9,-3.7,8.8,-0.9
O=C(OC1CC2CC1[C@H]1CCCCN1C2=O)N1CCCCC1 (some centres undefined),.,95.0,.,.,4.3,.,.,-4.8,5.2,2.5
Cc1cc2c(ncn2C)c(NS(=O)(=O)c2cc(Cl)ccc2Cl)c1C,-1.7,99.0,-2.3,6.0,-2.1,3.9,-1.4,-5.8,-5.6,7.2
Cc1ccccc1C(=O)Nc1ccc(S(=O)(=O)Nc2onc(C)c2C)cc1,-0.7,97.0,-0.1,-8.6,-0.8,1.7,-2.1,-39.8,4.2,-1.5
CCCCNC(=O)c1cc(-c2ccc(F)cc2)on1,1.5,100.0,37.0*,-6.6,-0.6,-5.9,-5.2,-5.9,3.0,-0.5
CC(C)(C)C(CCl)C(=O)NN=C(c1ccccc1)c1ccccc1 (centres undefined),-0.9,98.0,1.1,-0.3,1.2,10.9,0.8,-9.6,-5.8,-0.6
O=C(NCc1ccc2c(c1)OCO2)c1ccc(S(=O)(=O)N2CCCCC2)cc1,-1.9,102.0,-4.2,-10.9,20.4,-3.3,1.2,-5.4,-4.1,-23.1
Cc1ccc(-c2nn(-c3ccc(F)cc3)cc2C(=O)NCCCN2CCCC2=O)cc1,-1.8,95.0,-1.6,-16.9,1.4,8.5,-5.0,-5.9,-12.2,0.3
Cc1onc(-c2c(Cl)cccc2Cl)c1C(=O)N1C(C)CCCC1C (centres undefined),0.5,100.0,-0.7,7.0,1.1,-1.8,3.5,-5.0,2.6,-4.5
CCOc1cc(C(=O)O/N=C(\N)c2ccccn2)cc(OCC)c1OCC,-0.7,100.0,8.0,5.9,5.6,1.7,1.6,-18.9,3.3,-0.1
CCn1c(=O)cc(SCC(=O)NCC2CCCO2)c2ccccc21 (centres undefined),-1.4,94.0,3.1,3.3,7.8,-1.3,2.0,-9.2,1.6,-6.5
Cc1cc[n+](Cc2ccccc2)c(N)c1,1.6,99.0,3.6,5.1,-6.4,2.6,5.6,-6.1,-3.8,-14.5
Cc1cc(C)n(CC(=O)n2nc(C)cc2C)n1,-2.7,95.0,1.2,-9.6,-0.4,0.1,8.6,-5.6,5.8,-0.1
CCOC(=O)c1cc(CC)sc1NC(=O)c1ccc2c(c1)OCCO2,-1.4,112.0,-1.4,3.5,27.3,-6.1,4.0,1.5,-3.6,-9.2
COc1cccc(OC)c1OCCN1CCN(C(c2ccccc2)c2ccccc2)CC1,-0.3,90.0,-3.5,-1.9,62.2*,-4.3,-5.8,-5.2,-10.0,-0.1
CCN(CC)S(=O)(=O)c1ccc(C)c(NC(=O)CSc2nnnn2C)c1,-1.0,100.0,0.3,8.5,-15.0,-3.0,12.0,-2.5,-2.3,-1.4
Cn1nnnc1SCC(=O)N1c2ccccc2Sc2ccccc21,-0.5,108.0,-2.5,3.9,-1.8,0.2,12.1,-3.2,38.5*,5.9
Oc1ccc(Br)cc1CNc1nccs1,-0.8,93.0,-1.2,4.1,4.0,-5.6,-5.0,-5.2,-1.6,-7.1
CCOC(=O)Cc1csc(NC(=O)CSc2nc(=O)[nH]c3c2CCC3)n1,-2.1,93.0,-0.8,-2.4,8.2,2.1,17.4,-6.3,6.4,-3.8
COc1ccc(NC(=O)C2CCN(c3ncnc4c3nc3n4CCCCC3)CC2)cc1Cl,0.6,105.0,0.7,-6.8,-0.4,-11.0,1.5,-4.4,-0.3,-1.7
CC(C)N(C(=O)Cn1cc(SCC(N)=O)c2ccccc21)C(C)C,1.2,97.0,3.6,-4.2,-1.4,21.4,7.2,-6.6,-1.6,-4.6
Cc1sc2nc(SCCN(C)C)n(-c3ccccc3)c(=O)c2c1-c1ccc(F)cc1,-0.8,100.0,3.7,-5.0,40.2,-4.3,9.6,-4.6,-8.0,4.7
O=c1cc(-c2ccccc2Cl)oc2c(NS(=O)(=O)c3cccs3)ccc(O)c12,-0.3,100.0,-2.4,-2.1,20.1,5.1,-5.0,-10.3,-4.1,2.9
O=C(N/N=C/c1ccncc1)c1nc(-c2ccccc2)n2c1CCCCC2,-2.6,104.0,-0.7,1.3,0.8,1.2,1.5,-5.3,-5.0,4.7
Cc1ccc(C(NC(=O)C2CCN(Cc3ccc(Oc4ccccc4)cc3)CC2)c2ccccn2)cc1 (centres undefined),-0.6,97.0,-3.2,4.4,14.4,-5.8,8.1,-10.0,-7.1,2.8
CCC1=C(OC(=O)N(CC)CC)N2C(=O)OC(=NCCOC)[C@]2(Cc2ccccc2)[C@H]2C1=CC[C@H]1C(=O)N(CC(=O)OC)C(=O)[C@H]12,-1.3,98.0,1.7,-0.6,2.4,4.9,-0.3,-11.3,-2.4,-4.9
